# IDE cell inh: cellular human IDE inhibition; inhibition, % at 5.59 µM; HEK cells, FAbetaB cleavage, fluorescence polarization; P14735; 320,000 compounds, 0.41% hits;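 active = percent inhibition above the average of all tested compounds plus 3 SD, set per screening campaign, cut at about 16% in these data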;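 also: IDE supplied by intact live HEK cells; FP after avidin binding of uncleaved biotin substrate so inhibition keeps polarization high; 0% = DMSO wells and 100% = 60 µM reference IDE inhibitor Ii1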
# pCIP destab: compounds decreasing mouse p/CIP protein stability; decrease of EGFP signal, % at 10 µM; Q05BA5; 290,000 compounds, 0.01% hits; F442A p/CIP-EGFP cells, EGFP fluorescence, 16 h;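 active = EGFP signal decrease of at least 30% at 10 µM or well 3 SD below plate mean, unless failing retest; inactive = the rest, including hits failing retest or dose response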; also: some compounds called inactive have numbers as strong as hits; many of its hits are not listed in these tables
# HCV NS3 hel inh: inhibitors of Hepatitis C virus NS3 helicase; NS3 helicase DNA unwinding, Cy5 molecular beacon fluorescence; 290,000 compounds, 0.56% hits; inhibition, % at 10.9 µM;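 active = inhibition above the mean of all tested compounds plus 3 SD, set per campaign, cut at about 35% in these data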;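 also: 0% = DMSO wells and 100% = thioflavine S control wells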
#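 Assay system – hepatitis C virus NS3 helicase domain fragment enzyme · Buffer or medium – MOPS pH 6.5, MgCl2, DTT, Tween20, BSA · Reagent – Cy5/quencher beacon DNA duplex and ATP to start · Compound – single 10.9 µM dose · Timing – 1 h at 25 °C · Technique – Cy5 beacon fluorescence read at start and 1 h · Measure – % inhibition of unwinding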
# UBC9 SUMO inh: SUMOylation inhibition | P63279 | HTRF SUMOylation assay, SAE1/SAE2 + UBC9, in vitro | inhibition, % at 35 µM | 290,000 compounds, 0.36% hits | AID 2006; in the data active = inhibition above about 50%, passing the limit was not always enough; also: strong numbers were not always called active
# Target sequence (P63279 whole entry, looked up): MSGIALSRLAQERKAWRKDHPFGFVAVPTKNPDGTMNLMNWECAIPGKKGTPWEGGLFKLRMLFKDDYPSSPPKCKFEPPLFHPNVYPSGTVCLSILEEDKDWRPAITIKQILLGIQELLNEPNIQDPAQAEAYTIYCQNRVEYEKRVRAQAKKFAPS
# DNA FID counter: displaces DNA intercalator in HCV helicase counter-screen; AID 1845; DNA fluorescent intercalator displacement, fluorescence; inhibition, % at 7.9 µM; 290,000 compounds, 0.17% hits; in the data active = inhibition above about 37%;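 also: 0% = vehicle and 100% = reference compound; higher means more ethidium bromide displaced from hairpin DNA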
# IDE act: boosts human insulin-degrading enzyme activity in HEK cells; P14735; FAbeta-B cleavage, fluorescence polarization; 0% vehicle, 100% cell-free pure enzyme wells; activation, % at 5.96 µM; 340,000 compounds, 0.073% hits;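 active = activation above the mean of all tested compounds plus 3 SD, set per screening campaign, cut at about 17% in these data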
# IMP-1 inh: blocks Pseudomonas aeruginosa IMP-1 metallo-beta-lactamase; purified IMP-1, nitrocefin hydrolysis, epi-absorbance fluorescence; inhibition, % at 5.6 µM; 290,000 compounds, 0.45% hits;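 active = inhibition above the mean plus 3 SD of all compounds in the same screening run, cut at about 4.5% in these data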;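 also: 0% = IMP-1 with DMSO and 100% = DMSO wells lacking enzyme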
#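 System: purified recombinant IMP-1 beta-lactamase. Medium: Zinc- and detergent-supplemented HEPES buffer, pH 7.1. Compound: one 5.6 µM dose […]. Schedule: 15 min preincubation plus 25 min reaction at 25 °C. Technique: Epi-absorbance fluorescence, 480 nm excitation, 530 nm emission.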
# PfM18AAP inh: blocks P. falciparum M18 aspartyl aminopeptidase; recombinant PfM18AAP, H-Glu-NHMec fluorogenic cleavage; inhibition, % at 7.35 µM; 290,000 compounds, 1.2% hits;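 active = inhibition above the campaign mean inhibition over all tested compounds plus 3 SD, cut at about 28% in these data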;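 also: 0% = plate median of test compound wells and 100% = 2 mM ZnCl2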
# VIM-2 inh: inhibitors of Pseudomonas aeruginosa VIM-2 metallo-beta-lactamase; inhibition, % at 5.6 µM; purified VIM-2, nitrocefin hydrolysis, epi-absorbance fluorescence; 290,000 compounds, 0.89% hits;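 active = inhibition above the mean of all tested compounds plus 3 SD, cutoff set per screening run, cut at about 7.5% in these data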;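 also: red hydrolysis product quenches plate fluorescence so inhibitors raise well fluorescence; 0% = enzyme with DMSO and 100% = DMSO without enzyme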
# Numbers without * were called inactive; . = not tested or not shown; & = joins results of further samples. The order is random; overall some 3.6% were active at least once.
SMILES,IDE cell inh,pCIP destab,HCV NS3 hel inh,UBC9 SUMO inh,DNA FID counter,IDE act,IMP-1 inh,PfM18AAP inh,VIM-2 inh
CC(C)(C)NC(=O)C(OC(=O)c1ccco1)c1ccccc1F (configuration not stated),-1,-13,-1,6,-9,2,-0.7,-4,-2.9
CCn1nccc1C(=O)Nc1cc(Cl)cc(Cl)c1,8,-10,-5,-24,0,5,-3.1,0,-1.8
Cc1cccn2c(=O)c3cc(C#N)c(=NC(=O)c4cccnc4)n(CC4CCCO4)c3nc12 (configuration not stated),1,.,3,.,-2,8,-2.2,-5,-4.8
O=[N+]([O-])c1ccc(Nc2cccc(F)c2)nc1,-4,6,6,3,7,6,-3.8,-5,-1.9
Cc1cc(C)cc(OC(C)C(=O)Nc2ccc(S(=O)(=O)Nc3cc(C)nc(C)n3)cc2)c1 (configuration not stated),-1,-6,-4,5,-36,2,-0.9,-17,-0.8
O=C1CC(c2ccc(F)cc2)CC2=C1C(c1ccc([N+](=O)[O-])o1)Nc1ccccc1N2 (configuration not stated),0,6,-2,-3,-6,-9,-2.1,0,-3.0
CCCOc1cccc(C(=O)Nc2ccc(CN3CCOCC3)cc2)c1,.,1,-12,4,-3,-2,-1.7,-3,-2.5
COC(=O)c1ccc(CO/N=C/c2ccc(OC)cc2OC)cc1,0,-6,-7,-20,-21,3,-0.9,4,-1.0
CC(C)CNC(=O)COC(=O)c1cncc(Br)c1,0,-4,3,22,2,2,-2.8,1,-3.0
O=[N+]([O-])c1ccc(CN2CCN(c3ccc4ccccc4n3)CC2)cc1,9,4,-1,0,1,-10,-0.6,-14,0.1
CC(COc1ccccc1)N(CCCl)Cc1ccccc1 (configuration not stated),5,-4,-4,11,2,4,-5.0,-7,-1.8
Cc1ccnn1CCC(=O)O,1,-5,6,28,-2,-1,-3.3,-5,-1.0
O=C(CC(=O)N/N=C/c1cccs1)NCc1ccccc1,-1,-15,-8,3,-2,1,-1.3,-7,-1.6
CCCCc1nc2sc3c(=O)n(N)cnc3c2c2c1CCC2,3,-10,-6,-8,-3,0,-1.2,0,-1.6
CCCCCN1CN(S(=O)(=O)c2cccs2)c2nc3ccccc3nc21,0,0,-15,-5,-3,8,-4.1,8,-2.0
O=C(Nc1ccnc(-c2cccnc2)n1)c1cccc(Cl)c1Cl,13,-7,13,14,1,-20,-1.9,-5,-3.1
CCN(CC)N=Nc1ccc(S(=O)(=O)N2CCSC2C(=O)O)cc1 (configuration not stated),-1,-8,3,6,-24,6,-1.6,-1,-3.5
Cc1nc(N2CCN(C(=O)CCC(=O)O)CC2)c2c(C)c(C)sc2n1,-1,0,2,0,0,0,-2.0,8,2.1
NNC(=O)/C(=C/c1cccs1)NC(=O)c1ccccc1Cl,-4,-11,-5,4,2,1,-4.4,5,-4.3
O=C(NN=C1CCCCCC1)c1cc(-c2ccccc2)nc2ccccc12,0,2,-4,-4,-5,5,-3.9,-1,-4.7
CCc1nnc(NC(=O)CSc2nnc(COc3ccccc3)n2-c2ccc(C)cc2)s1,5,-15,-1,9,1,6,-1.4,-3,0.3
COc1ccc(-n2ncc3c2CC(C)(C)CC3NC(=O)CSc2ccccn2)cc1 (configuration not stated),1,6,1,-8,-43,6,-1.9,0,0.2
CC1CCN(C(=O)COc2ccc3ccccc3c2Br)CC1,-2,-10,-14,8,-32,-6,-1.7,-18,-2.1
O=C1CCCN1CCC(=O)N1CCCC(Nc2ccc(F)cc2)C1 (configuration not stated),2,-2,9,3,-3,8,-2.5,1,-3.9

# 3 of the entries above in order of the UBC9 SUMO inh value, descending.
Compound | UBC9 SUMO inh
O=C(Nc1ccnc(-c2cccnc2)n1)c1cccc(Cl)c1Cl | 14
O=C(CC(=O)N/N=C/c1cccs1)NCc1ccccc1 | 3
COC(=O)c1ccc(CO/N=C/c2ccc(OC)cc2OC)cc1 | -20

# (next part)
SMILES,IDE cell inh,pCIP destab,HCV NS3 hel inh,UBC9 SUMO inh,DNA FID counter,IDE act,IMP-1 inh,PfM18AAP inh,VIM-2 inh
COc1ccc(OCC(O)CNC(=O)/C=C/c2cccc([N+](=O)[O-])c2)cc1 (configuration not stated),-4,0,-3,9,-5,2,-2.2,-13,-1.4
CC(=O)c1nn(-c2ccccc2)cc1C(=O)c1cccc(Br)c1,0,3,11,-3,-7,7,-3.1,4,-1.9
Cc1ccc(S(=O)(=O)N2CCN(C(=O)CSc3ncc(C(F)(F)F)cc3Cl)CC2)cc1,10,-18,-4,10,-4,-27,-1.6,-4,-4.2
Cc1cc(=O)oc2cc(OCC(=O)NC(Cc3c[nH]c4ccc(O)cc34)C(=O)O)c(Cl)cc12 (configuration not stated),3,-3,40*,2,-24,3,-3.6,1,-2.7
CCOc1ccc(NC(=O)Nc2cc(C(C)C)ccc2C)cc1,.,-3,-5,4,-7,3,-2.1,3,-3.3
COc1cc(OC)c2cc(C(=O)N[C@H](C(=O)N3CCC[C@H]3C(=O)O)C(C)C)n(C)c2c1,5,-3,-6,11,-34,3,-3.0,-7,-2.6
CC(=O)c1ccc(NC(=S)NN2C(C)CCCC2C)cc1 (configuration not stated),-2,6,1,-3,-13,3,-3.3,-17,-1.7
COc1cc(OC)c2c(C)cc(=O)oc2c1C(CCN1CCOCC1)c1ccc2c(c1)OCO2 (configuration not stated),-6,2,.,6,.,1,.,.,.
CC1CN(c2ccc(NC(=S)NNCCC#N)cc2)CC(C)O1 (configuration not stated),5,10,-8,11,-9,1,-3.4,27,-1.2
CCOc1ccccc1CNS(=O)(=O)c1ccc(-c2cnc(C3CC3)o2)cc1,3,-16,2,10,-38,3,-1.4,-6,-0.6
CCN(CC)S(=O)(=O)c1ccc(OC)c(NC(=O)C2CC(=O)N(c3ccc4c(c3)OCCO4)C2)c1 (configuration not stated),2,0,-8,-8,-44,3,-0.9,-2,0.9
C/C(=N\NC(=O)c1ccc(Cl)cc1)c1cccnc1,3,14,-12,3,-5,-1,-1.4,-1,-0.1
CCC(Oc1ccccc1)C(=O)Nc1nnc(S(=O)(=O)N2CCCC2)s1 (configuration not stated),-2,0,1,-6,-35,-3,-1.8,2,-1.2
O=C(NCc1ccco1)c1ccc(Cn2c(=S)[nH]c3ccccc3c2=O)cc1,-2,9,4,27,-2,5,-2.6,-2,-3.1
COC(=O)c1cc(NS(=O)(=O)c2ccc(Cl)c(N3C(=O)c4ccc(C(=O)O)cc4C3=O)c2)cc(C(=O)OC)c1,-3,-3,6,-26,-29,6,1.4,15,2.1
COc1ccc(N(CC(=O)N2CCN(C)CC2)S(C)(=O)=O)cc1OC,-3,-14,0,-3,-7,7,-4.6,-4,-2.9
O=C(/C=C\Nc1ccc(Br)cc1)c1cccnc1,0,-3,-2,19,-7,-5,-0.9,-7,-0.3
CCn1c(=O)cc(OCC(=O)NC2CC2)c2ccccc21,-3,3,7,.,-4,1,-0.8,-10,1.9
CC(=O)N1c2ccc(S(=O)(=O)N3CCCCC3)cc2CC1C (configuration not stated),-6,-26,5,-2,-10,4,-1.6,-6,1.1
CCN(CC)c1nc(N)n(CCSC(=S)N(C)C)c(=O)n1,11,-7,15,16,-12,5,1.3,-10,2.4
O=C1c2ccccc2C(O)(Cc2ccccc2)N1C1CCCCC1 (configuration not stated),-2,-16,-2,-3,-9,.,-2.1,4,-1.6
COc1ccc(C(=O)CN2C(=O)NC3(CCCc4ccccc43)C2=O)c(OC)c1 (configuration not stated),8,-11,3,6,-25,0,-3.9,-4,-4.9
O=C(Nc1ccc(Cl)cc1)Nc1nnc(/C=C/c2ccccc2)s1,0,-11,2,-2,4,6,-0.4,3,-0.2
CCN(CC)CCNc1ncnc2c1sc1nc(N3CCOCC3)c3c(c12)CC(C)(C)SC3,5,-3,-82,15,24,-8,-0.4,-2,1.2

# HCV NS3 hel inh, what is marked active above
structure	IDE cell inh	pCIP destab	HCV NS3 hel inh	UBC9 SUMO inh	IDE act	IMP-1 inh	PfM18AAP inh	VIM-2 inh
Cc1cc(=O)oc2cc(OCC(=O)NC(Cc3c[nH]c4ccc(O)cc34)C(=O)O)c(Cl)cc12 (configuration not stated)	3	-3	40*	2	3	-3.6	1	-2.7

# (more compounds)
SMILES,IDE cell inh,pCIP destab,HCV NS3 hel inh,UBC9 SUMO inh,DNA FID counter,IDE act,IMP-1 inh,PfM18AAP inh,VIM-2 inh
Cc1cc(C(=O)N/N=C/c2c(C)n(C)c3ccccc23)n[nH]1,2,-1,-4,3,-4,1,-1.7,4,-5.5
CC1(C)CC(Nc2ccc(Nc3ccccc3)cc2)CC(C)(C)N1,.,8,-89,-2,17,-1,-26,3,-0.2
CCc1c(C)nc(SCC(=O)N2CCc3ccccc32)[nH]c1=O,.,-6,-1,25,-1,.,-2.1,0,0.2
Cc1cccc(C2CC(c3ccc(F)cc3)Nc3nc(N)nn32)c1 (configuration not stated),1,-6,.,15,.,5,.,.,.
COc1cccc(/C=N/NC(=O)c2c(-c3ccccc3)noc2C)c1O,5,-12,-1,24,-5,6,-0.5,-3,-2.1
Cc1ccc2cc(CCNC(=O)c3cccs3)c(=O)[nH]c2c1C,1,-10,-3,14,-11,0,-2.6,-8,-0.7
COCCNC(=O)CCCCCN1C(=O)CCC1=O,1,-22,-1,18,1,-3,-8.1,3,-1.2
CN1CCN(S(=O)(=O)c2ccc(Cl)cc2)CC1,7,-4,-13,1,3,5&2,1.5,-14,2.3
COc1ccccc1Oc1ccc(S(=O)(=O)Nc2cccnc2)cc1,-3,-2,-5,-3,-17,2,-2.8,0,-2.2
CCN(CC)CCOc1ccc(/C(=C(/Cl)c2ccccc2)c2ccccc2)cc1,2&1,2&-20,-78&-65,-17&-17,18&35,-4&4,-0.6&-1.7,4&10,-2.3&-2.9
COc1cn(-c2ccccc2)nc1C(=O)Nc1ccccc1,0,-6,1,13,-16,-1,-0.9,-5,-0.6
CCN1CCN(C(=O)c2cc(-c3cccnc3)nc3ccc(Br)cc23)CC1,0,-3,4,24,-7,4,-2.6,-1,-1.8
Nc1nc(-c2ccc(Cl)cc2Cl)cn1N,0,14,17,-10,-2,4,0.0,11,-1.8
Cc1cccc(N2CCN(C(=O)c3ccc4c(c3)OCCO4)CC2C)c1 (configuration not stated),2,-18,-6,19,-27,6,-3.3,-8,0.3
O=C(NCCCn1ccnc1)c1cc(-c2ccc3c(c2)OCO3)on1,-1,4,7,15,3,-3,-2.7,-1,-3.3
Cc1ccccc1NC(=O)CN1CCC(C(=O)c2ccc3c(c2)OCCO3)CC1,6,4,2,7,-13,-2,-3.5,-2,-2.9
Cc1c(C(=O)N2CCOCC2)sc2ncnc(N3CCc4ccccc4C3)c12,2,-4,-2,-27,-16,1,-1.0,-1,-1.9
O=C1NNC(c2ccccc2)=N/C1=C\c1ccco1,2,13,22,0,-14,5,0.4,7,0.6
S=C(NCc1ccco1)N1CCN(C(c2ccccc2)c2ccccc2)CC1,2,3,-9,7,-18,-2,-1.7,4,-5.4
CCOC(=O)c1c(C)[nH]c(C(=O)COC(=O)/C=C/c2ccc(OC(F)F)cc2)c1C,3,1,13,-17,-6,-1,-2.6,-12,-4.5
CCOc1ccc(NC(=O)N2CCC(c3ccc(C)cc3)C2)cc1 (configuration not stated),-6,-10,-13,12,-22,-6,0.0,-13,0.3

# Source: PubChem
